Mtb UGM inh = M. tuberculosis UGM enzyme inhibitors, primary screen, biochemical, fluorescence polarization, single point | UDP-galactopyranose mutase (Mycobacterium tuberculosis (strain ATCC 25618 / H37Rv)), … | purified UGM, fluorescence polarization probe displacement | inhibition, % at 10 µM | hit rate 0.06% among 320,000; in the data active = inhibition above about 10%, passing the limit was not always enough; inconclusive = no clear call, values can overlap the other calls
PfHsp40 rescue = rescue of yeast from PfHsp40 toxicity, primary screen, S. cerevisiae, ATP luminescence | S. cerevisiae expressing PfHsp40, growth rescue | hit rate 0.68% among 340,000 | AID 504582, 2011 | growth rescue, % at 12.5 µM; in the data active = growth rescue above about 28%, passing the limit was not always enough; inconclusive = no clear call, values can overlap the other calls;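 note: yeast W303a lacking pdr1 and pdr3 grown in galactose medium; growth measured after three days at 30 °C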
BH1578 lux ind = inducers of Vibrio cholerae quorum light production without autoinducers, primary screen, BH1578 luxS cqsA deficient, single point. V. cholerae BH1578 lux reporter, luminescence, 6 h. activation, % at 18.7 µM. hit rate 0.16% among 350,000. AID 588436, 2011; in the data active = activation mostly above about 9.7%, no sharp cut-off; inconclusive = no clear call, values can overlap the other calls; inactive = mostly below about 3.7%; note: not every result past the cut was called active; inactives centre near 0; reference of the scale not given here
Y pestis TopoI = Yersinia pestis topoisomerase I inhibitors, primary screen, biochemical, cleavage product accumulation, plate reader, single point; Y. pestis Topo-I cleavage product accumulation; AID 504884, 2011; hit rate 0.064% among 360,000; activity, % at 10 µM; DNA topoisomerase I (Yersinia pestis CO92); in the data active = activity above about 50%, passing the limit was not always enough; inconclusive = no clear call, values can overlap the other calls; note: inactives centre near 2
GDH-TPI counter = GDH-TPI coupling enzyme inhibitors, primary screen, artefact control for M. tuberculosis FBA inhibitor project, biochemical, absorbance, full deck; GDH-TPI coupled enzyme counterscreen, NADH absorbance; inhibition, % at 4.8 µM; hit rate 1.2% among 360,000; in the data active = inhibition above about 30%;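 note: 0% = DMSO wells and 100% = wells lacking the enzyme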
TcdB GH inh = TcdB glycohydrolase inhibitors, primary screen, biochemical, single point, plate reader; TcdB glycohydrolase enzymatic assay; inhibition, % at 9.99 µM; hit rate 0.24% among 350,000; AID 652162, 2013; in the data active = inhibition above about 10%
Target sequence (P18177 whole entry, looked up): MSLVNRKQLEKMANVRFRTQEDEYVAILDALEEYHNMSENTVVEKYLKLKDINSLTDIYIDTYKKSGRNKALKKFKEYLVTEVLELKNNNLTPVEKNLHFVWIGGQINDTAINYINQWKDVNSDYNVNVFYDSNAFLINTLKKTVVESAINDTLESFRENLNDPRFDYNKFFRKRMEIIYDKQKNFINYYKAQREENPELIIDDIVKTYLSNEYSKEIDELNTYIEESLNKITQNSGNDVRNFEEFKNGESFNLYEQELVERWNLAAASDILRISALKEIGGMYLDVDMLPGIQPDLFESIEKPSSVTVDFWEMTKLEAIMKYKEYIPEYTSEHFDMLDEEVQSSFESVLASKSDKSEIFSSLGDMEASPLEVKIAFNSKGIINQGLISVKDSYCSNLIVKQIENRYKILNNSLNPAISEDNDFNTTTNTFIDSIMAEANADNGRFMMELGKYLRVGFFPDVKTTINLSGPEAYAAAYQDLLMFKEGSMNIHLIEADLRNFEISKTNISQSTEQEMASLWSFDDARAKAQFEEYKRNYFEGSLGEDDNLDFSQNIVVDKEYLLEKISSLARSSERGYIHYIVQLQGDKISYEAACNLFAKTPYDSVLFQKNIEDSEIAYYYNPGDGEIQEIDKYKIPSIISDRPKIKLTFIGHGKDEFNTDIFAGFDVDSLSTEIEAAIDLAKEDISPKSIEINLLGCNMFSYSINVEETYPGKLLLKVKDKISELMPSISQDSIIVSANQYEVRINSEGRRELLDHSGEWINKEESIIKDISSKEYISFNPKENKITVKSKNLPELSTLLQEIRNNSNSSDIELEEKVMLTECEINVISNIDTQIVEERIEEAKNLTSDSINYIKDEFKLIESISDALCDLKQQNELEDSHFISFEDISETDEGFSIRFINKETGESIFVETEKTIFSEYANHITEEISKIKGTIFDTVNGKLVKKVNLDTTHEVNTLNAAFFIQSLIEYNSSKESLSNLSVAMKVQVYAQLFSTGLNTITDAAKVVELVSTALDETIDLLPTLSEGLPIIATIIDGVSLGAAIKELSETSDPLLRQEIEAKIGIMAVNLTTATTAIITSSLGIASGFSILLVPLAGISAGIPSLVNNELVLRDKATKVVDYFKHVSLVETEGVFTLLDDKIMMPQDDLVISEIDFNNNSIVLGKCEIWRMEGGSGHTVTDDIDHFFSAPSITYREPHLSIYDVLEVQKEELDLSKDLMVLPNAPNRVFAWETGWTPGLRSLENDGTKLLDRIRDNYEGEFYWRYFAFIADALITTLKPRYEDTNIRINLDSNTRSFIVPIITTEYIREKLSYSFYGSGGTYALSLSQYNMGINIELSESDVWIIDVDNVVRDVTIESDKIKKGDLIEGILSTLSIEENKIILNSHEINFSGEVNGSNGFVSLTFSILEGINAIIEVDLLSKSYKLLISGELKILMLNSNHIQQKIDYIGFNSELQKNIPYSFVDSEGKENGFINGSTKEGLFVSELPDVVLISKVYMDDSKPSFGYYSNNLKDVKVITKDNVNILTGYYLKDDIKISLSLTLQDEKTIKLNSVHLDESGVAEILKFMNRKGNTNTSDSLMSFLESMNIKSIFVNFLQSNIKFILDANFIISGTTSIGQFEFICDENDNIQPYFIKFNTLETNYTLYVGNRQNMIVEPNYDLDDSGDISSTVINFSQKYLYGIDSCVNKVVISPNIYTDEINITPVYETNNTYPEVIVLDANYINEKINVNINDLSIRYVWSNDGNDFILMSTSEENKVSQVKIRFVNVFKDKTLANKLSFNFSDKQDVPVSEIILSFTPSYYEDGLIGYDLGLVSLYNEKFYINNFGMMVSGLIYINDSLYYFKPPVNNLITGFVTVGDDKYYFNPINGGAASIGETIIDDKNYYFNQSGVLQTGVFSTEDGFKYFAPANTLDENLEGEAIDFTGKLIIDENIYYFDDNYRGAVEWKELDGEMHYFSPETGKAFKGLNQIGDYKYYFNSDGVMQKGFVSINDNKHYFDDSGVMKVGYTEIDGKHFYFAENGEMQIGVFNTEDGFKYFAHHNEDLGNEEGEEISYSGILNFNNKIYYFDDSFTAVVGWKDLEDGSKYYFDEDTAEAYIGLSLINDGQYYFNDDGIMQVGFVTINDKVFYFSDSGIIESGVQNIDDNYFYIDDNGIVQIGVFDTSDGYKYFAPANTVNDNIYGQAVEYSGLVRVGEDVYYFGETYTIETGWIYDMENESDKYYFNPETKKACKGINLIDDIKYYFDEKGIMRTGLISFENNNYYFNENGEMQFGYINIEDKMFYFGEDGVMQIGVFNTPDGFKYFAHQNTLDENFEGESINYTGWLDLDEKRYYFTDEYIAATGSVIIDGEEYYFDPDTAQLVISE
FadD28 binding = inhibitors of FadD28 bisubstrate probe binding, primary screen, biochemical, fluorescence polarization, single point | hit rate 0.22% among 360,000 | inhibition, % at 12.5 µM | AID 588549, 2011 | Mycobacterium tuberculosis FadD28 fatty-acid-AMP ligase; in the data active = inhibition above about 8.5%, passing the limit was not always enough; inconclusive = no clear call, values can overlap the other calls
Mtb FBA inh = Mtb FBA enzyme inhibitors, primary screen, biochemical, fluorescence, strain H37Rv | purified M. tuberculosis FBA, fluorescence read-out | inhibition, % at 1 µM | hit rate 2.3% among 360,000 | AID 588726, 2011; in the data active = inhibition above about 27%;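 note: 0% = vehicle and 100% = reference inhibitor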
BioA inh = M. tuberculosis BioA enzyme inhibitors, primary screen, biochemical, plate reader, single point, HTS. purified M. tuberculosis BioA enzyme. inhibition, % at 9.99 µM. hit rate 0.096% among 360,000. AID 602481, 2012; in the data active = inhibition above about 40%; inconclusive = no clear call, values can overlap the other calls
Numbers without * were called inactive; i = inactive; ? = inconclusive; . = no result given; + = active, no number; & = joins results of further samples; ! = not active in a repeat.

SMILES	Mtb UGM inh	PfHsp40 rescue	BH1578 lux ind	Y pestis TopoI	GDH-TPI counter	TcdB GH inh	FadD28 binding	Mtb FBA inh	BioA inh
Cc1nn(S(=O)(=O)c2ccc(F)cc2)c(C)c1S(=O)(=O)N1CCOCC1	-0.5	0.2	i	2	1	-0.2	-0.4	1	-0.7
Cc1ccccc1OCC(=O)N(Cc1ccc(N(C)C)cc1)C1CCS(=O)(=O)C1 (configuration not stated)	-0.9	-0.4	1.8	6	-16	.	1.0	0	1.1
COc1ccc(C(=O)NNC(=O)c2snnc2C)cc1	-0.2	-1.3	-0.3	-3	18	-0.8	-2.1	0	-1.5
COc1ccc(-c2c(C)n([O-])c3c([n+]2=O)CCC3)cc1OC	-0.4	-0.8	2.6	1	-2	.	-4.9	-1	-1.2
Cc1ccccc1OCC(O)Cn1c(=N)n(CCN2CCOCC2)c2ccccc21 (configuration not stated)	2.0&1.4	-1.5&0.8	-0.6&-0.1	13&4	5&-1	0.6	-2.2&-3.0	-1&-3	-0.8&2.5
CCOC(=O)N1CCN(C(=O)c2cc3cc(OC)c(OC)cc3[nH]2)CC1	1.1	0.9	-0.1	-1	11	1.4	-0.2	16	2.3
Cc1nc(=O)c(-c2ccccc2)c(C)n1-c1ccc(O)cc1	-1.3	-0.3	-1.2	5	-5	.	1.2	1	.
Cc1cc(C)c(C(=O)COC(=O)CCNS(=O)(=O)c2c(Cl)cccc2Cl)cc1C	1.0	2.8	-0.4	3	-4	.	-0.1	3	-2.3
OC[C@H]1O[C@@H](c2nc(-c3ccc(Br)cc3)no2)C[C@@H]1O	.	.	i	2	5	1.1	-0.5	-1	-1.0
CCc1nnc(NC(=O)C2CCCN2C(=O)Nc2ccc(Cl)cc2)s1 (configuration not stated)	0.5	-0.6	-0.2	1	-5	-0.3	.	1	.
COc1cccc(CNC(=O)c2ccncc2)c1	0.8	-1.3	2.2	9	-14	-0.6	2.1	4	-0.5
O=C1c2ccccc2-c2nnc(-c3ccc(F)cc3)cc21	3.6	2.1	i	3	-3	1.7	-4.8	2	.
COCCNc1nc2cc(-c3cccc(C(F)(F)F)c3)sc2c(=O)n1C	.	.	-0.6	5	11	0.8	-4.0	4	-1.8
O=C(NCc1ccc(F)cc1)C1CC(=O)N(C2CCCCC2)C1 (configuration not stated)	0.3	-0.2	-0.3	-8	8	0.9	-0.5	1	-0.4
COc1ccc2oc(C(=O)NC(C)(C)C)c(C)c2c1	-0.6	-1.6	i	3	2	-0.6	-0.9	13	.
CC(C)(C)C1CCC(=NNc2nc3ccccc3[nH]2)CC1 (configuration not stated)	1.9	4.6	-0.3	-3	10	2.8	-3.6	1	.
N#C/C(=C/c1ccc(OCc2ccc(C(=O)O)cc2)cc1)C(=O)Nc1ccccc1	-0.3	-0.1	i	3	19	1.4	-1.7	1	0.4
COc1ccc(-n2nnnc2-c2cn(C)nc2C(F)(F)F)cc1	1.7	-0.9	i	-2	4	.	-0.8	4	-0.5
O=S(=O)(c1ccc(F)cc1)N1CCN(CC(O)COc2ccccc2F)CC1 (configuration not stated)	-1.4	0.9	-0.6	8	-1	1.3	0.0	-1	0.1
Cc1ccccc1C(=O)NNC(=S)NC(=O)c1cccnc1	2.9	0.0	-5.6	-2	12	9.7	-0.3	0	-0.2
Cc1cc(NC(=O)Nc2cccc(C)c2C)no1	-2.1	-0.2	i	-2	9	1.9	-0.6	2	.
O=C(CCC(=O)n1ncc2ccccc21)NCc1ccccc1Cl	-0.3	0.9	-0.2	3	3	0.0	-0.2	-1	-1.8
CCOc1ccc(C(=O)Nc2cccc(C(=O)O)c2C)cc1Cl	-0.1	-2.2	-0.3	-2	0	-2.5	-0.5	0	.
Cc1cccc(NCc2nc(-c3ccccc3)no2)c1	-1.3	1.6	-0.9	7	-9	-0.4	-3.5	-4	-0.7
COc1ccc(N(CC(=O)NCc2ccccc2OC)S(=O)(=O)c2ccc(C)cc2)cc1Cl	-1.6	2.3	i	21	5	-0.7	-13	0	8.1
CC(C)/C(=N\NC(=O)Nc1ccccc1)c1ccccc1	0.7	0.0	-12	7	4	.	-0.5	0	-2.2
CC(=O)c1cccc(NC(=O)CCC(=O)c2ccc(F)cc2)c1	.	-0.8	i	4	13	-0.3	-0.6	4	-1.9
C#CCNC(=O)C1=C[C@@H](c2ccc(C#C)cc2)[C@H](CCCO)[C@@H](OCC)O1	-1.0	-1.3	0.5	8	-2	-0.1	-1.2	1	-0.1&-1.0
COC(=O)c1c(NC(=O)c2cccc(N3C(=O)CCC3=O)c2)sc2c1CCN(C(C)=O)C2	3.4	0.5	-0.7	19	23	-1.2	-1.6	0	3.6
O=C(CSc1ccc2nnc(-c3ccccn3)n2n1)N1CCOCC1	2.4	-1.3	0.2	-6	-2	1.3	-3.6	12	0.7
O=C(Nc1ccccc1Cl)c1ccc(S(=O)(=O)NCC2CCCO2)cc1 (configuration not stated)	-4.3	0.2	i	-4	-4	0.7	-0.9	2	0.4
CCN(CCCNC(=O)CN1C(=O)COc2ccc(S(=O)(=O)N3CCC(C)CC3)cc21)Cc1ccccc1	1.3	0.4	-0.5	10	8	0.1	-1.9	-2	-1.3
c1coc(CN(Cc2ccco2)c2ncnc3c2oc2ccccc23)c1	0.0	0.6	0.0	6	5	.	-3.8	3	-0.5
COc1ccccc1N1CCN(C2CCCN(C(=O)c3snnc3C)C2)CC1 (configuration not stated)	-0.4	0.5	-0.1	2	-9	0.0	-3.0	1	-1.6
Cc1ccc(NC(=O)c2ccc(NCCN)c([N+](=O)[O-])c2)cc1Cl	-1.1	0.2	-0.4	-31	-3	1.4	-26	0	.
COc1ccc(C(=O)N/C(=C/c2cccs2)C(=O)NC(C)(C)C)cc1OC	1.2	0.9	i	3	2	0.7	-2.9	1	-1.0
Cc1nn(CC(=O)Nc2ccc3c(c2)OCCO3)c(C)c1[N+](=O)[O-]	1.2	0.3	i	1	-1	0.0	-2.8	2	-0.6
Cc1cc(S(=O)(=O)N2CCOCC2)ccc1OCC(=O)NCCCn1ccnc1	2.9	-1.0	0.0	43	0	0.7	0.5	2	-1.4
C[C@H](CO)N1C[C@H](C)[C@@H](CN(C)C(=O)Nc2ccc(C(F)(F)F)cc2)Oc2c(NS(=O)(=O)c3cn(C)cn3)cccc2C1=O	-4.2	-1.2	i	16	11	13*!	-20	8	-0.5&-0.1
COCCCn1c(=N)c(C(=O)NC2CCCCC2)cc2c(=O)n3ccccc3nc21	-1.1	-1.7	i	-5	12	.	-0.9	+	-0.4

2 successive compounds already listed, quoted:
SMILES	Mtb UGM inh	PfHsp40 rescue	BH1578 lux ind	Y pestis TopoI	GDH-TPI counter	TcdB GH inh	FadD28 binding	Mtb FBA inh	BioA inh
O=C(CCC(=O)n1ncc2ccccc21)NCc1ccccc1Cl	-0.3	0.9	-0.2	3	3	0.0	-0.2	-1	-1.8
CCOc1ccc(C(=O)Nc2cccc(C(=O)O)c2C)cc1Cl	-0.1	-2.2	-0.3	-2	0	-2.5	-0.5	0	.

Further results
SMILES	Mtb UGM inh	PfHsp40 rescue	BH1578 lux ind	Y pestis TopoI	GDH-TPI counter	TcdB GH inh	FadD28 binding	Mtb FBA inh	BioA inh
Cc1ccc(N(C(=O)c2ccc(S(=O)(=O)N3CCCC3)cc2)C2C=CS(=O)(=O)C2)cc1 (configuration not stated)	-0.2	-1.1	i	12	-2	0.8	-4.1	-2	3.1
CCOc1ccc(S(=O)(=O)NC(C)C(=O)NC2CCCC2)cc1 (configuration not stated)	-1.7	-0.5	-0.1	-3	-5	0.6	2.3	0	-0.9
Cc1ccc(S(=O)(=O)N2CCC(=O)N(CCO)CC2)cc1	1.5	0.8	i	2	-2	0.4	-1.7	-1	-1.1
O=C(OCCN=C1NS(=O)(=O)c2ccccc21)c1cccnc1	-1.0	0.5	i	-1	9	.	-0.3	4	-0.9
CC(C)C(C(=O)Nc1ccccc1F)N1C(=O)c2ccccc2C1=O (configuration not stated)	1.1	-1.4	-0.3	-1	1	1.4	-3.1	0	1.8
CC1CCCCN1S(=O)(=O)c1ccc(C(=O)N(CCCN(C)C)c2nc3ccc(Br)cc3s2)cc1 (configuration not stated)	4.4	-0.7	-1.2	0	3	0.4	-5.6	0	-1.8
O=C(CCNc1ccccc1)c1cccc([N+](=O)[O-])c1	-0.9	-0.5	i	-8	13	.	-0.7	0	.
Cc1ccc(Cn2ncc3c(NN)ncnc32)cc1	0.0	-0.5	-0.6	2	1	-10	-2.0	0	0.5
O=C(NCc1ccccn1)c1cccc(S(=O)(=O)Nc2ccccc2Cl)c1	-0.3	-0.3	i	-2	-12	-0.7	-2.6	-1	-1.2
CCOC(=O)c1ccccc1NC(=O)Cn1cnc2c(oc3ccccc32)c1=O	-1.1	-1.2	-5.0	9	-4	.	-3.3	2	-3.8
CN(C(=O)CN1C(=O)CCSc2ccc(S(=O)(=O)N3CCCC3)cc21)c1ccccc1	-0.2	-0.3	-0.2	31	4	2.2	-0.8	2	1.1
COc1ccc(NC(=O)CN2CCC3(O)CCCCC3C2c2cc(OC)ccc2OC)cc1 (configuration not stated)	-1.8	-0.2	i	10	-5	.	-1.5	1	0.4
CCCOc1ccc(-c2nnn(CC(=O)N3CCCCC3)n2)cc1	2.6	0.3	i	-10	21	0.8	-0.8	3	-0.1
O=C(NC1c2ccccc2-c2ccccc21)N1CCOCC1	2.8	-0.4	2.0	-2	1	0.8	-0.3	2	-1.4
COc1ccccc1N1C(=O)c2cccnc2C1=O	-0.6	-1.9	i	0	6	0.7	-2.1	0	-1.3
O=C(CSCc1ccc(F)cc1)N1CCOCC1	-2.8	-1.4	i	2	1	.	0.9	6	-1.0
CC(=O)NC1C(=O)N=C(SCC(=O)NC2CCCCC2)NC1=O (configuration not stated)	1.6	-0.4	-10	2	0	1.2	0.7	3	-1.2
CN(C(=O)CN1C(=O)c2ccccc2S1(=O)=O)c1ccccc1C(=O)O	-1.1	-1.5	0.3	-5	9	.	-3.3	3	.
Cc1nnc2c(N3CCN(C(=O)c4ccco4)CC3)nc3ccccc3n12	-1.7	-0.8	-0.4	-5	18	0.7	-1.9	4	0.7
Cc1ccc(S(=O)c2ccc([N+](=O)[O-])c3nonc23)cc1 (configuration not stated)	.	.	i	-17	19	-0.8	?	-11	-3.9

Molecules shown so far that have bromine (2):
SMILES	Mtb UGM inh	PfHsp40 rescue	BH1578 lux ind	Y pestis TopoI	GDH-TPI counter	TcdB GH inh	FadD28 binding	Mtb FBA inh	BioA inh
OC[C@H]1O[C@@H](c2nc(-c3ccc(Br)cc3)no2)C[C@@H]1O	.	.	i	2	5	1.1	-0.5	-1	-1.0
CC1CCCCN1S(=O)(=O)c1ccc(C(=O)N(CCCN(C)C)c2nc3ccc(Br)cc3s2)cc1 (configuration not stated)	4.4	-0.7	-1.2	0	3	0.4	-5.6	0	-1.8

Further results follow.
SMILES	Mtb UGM inh	PfHsp40 rescue	BH1578 lux ind	Y pestis TopoI	GDH-TPI counter	TcdB GH inh	FadD28 binding	Mtb FBA inh	BioA inh
CCN(c1ccccc1)S(=O)(=O)c1ccc2c(c1)OCCO2	-0.4	1.0	i	5	5	-4.2	-1.7	-1	2.1
COc1cccc(CN2CCN(C(=O)CC(C)C)CC2)c1	-0.4	36*	.	2	-1	.	-3.5	-2	0.4
Cc1nc2nc(COc3ccccc3)[nH]n2c(=O)c1C	-0.3	0.0	i	3	0	.	0.6	0	.
CC1CCCC(C)N1C(=O)CSc1nnc(-c2c[nH]c3ccccc23)o1 (configuration not stated)	-2.7	1.0	1.8	4	-10	0.3	0.5	0	-1.5
CC(C)(C)C(=O)NC(=S)NCc1ccccc1	-0.7	-1.2	-6.2	-6	6	.	-1.9	-1	.
O=C(Cc1ccc([N+](=O)[O-])cc1)N1N=C2CCCCC2C1(O)C(F)(F)F (configuration not stated)	-0.9	0.7	1.4	3	20	-1.4	-0.7	-1	-0.3
